# Peg3 promoter: Peg3 promoter activity inhibition. 1.7% of 360,000 active. AID 588405. inhibition, % at 20 µM. HeLa PEG-Prom luciferase reporter, luminescence, overnight;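 active means inhibition of at least 50% at 20 µM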
# TROY NFkB inh: TROY signaling inhibition. 0.98% of 360,000 active. inhibition, % at 10 µM. Q293 LMP1-TROYcd NF-kB luciferase reporter, 4 h;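 active means compounds whose plate-normalised and pattern-corrected inhibition of the luciferase reporter signal at the single screening dose is 50% or more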
# NR2E3 ag-1: agonists of human nuclear receptor NR2E3 | inhibition of corepressor binding, % at 4.78 µM | 0.12% of 320,000 active | GST-NR2E3/biotin-RetCOR TR-FRET, 1536-well | AID 2300 | Q9Y5X4;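 active means percent inhibition above the cutoff of mean plus 3 SD of all tested compounds, set per screening campaign, cut at about 20% in these data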;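 further: 0% = DMSO wells and 100% = biotin wells as full block of FRET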
# Target sequence (Q9Y5X4 whole entry, looked up): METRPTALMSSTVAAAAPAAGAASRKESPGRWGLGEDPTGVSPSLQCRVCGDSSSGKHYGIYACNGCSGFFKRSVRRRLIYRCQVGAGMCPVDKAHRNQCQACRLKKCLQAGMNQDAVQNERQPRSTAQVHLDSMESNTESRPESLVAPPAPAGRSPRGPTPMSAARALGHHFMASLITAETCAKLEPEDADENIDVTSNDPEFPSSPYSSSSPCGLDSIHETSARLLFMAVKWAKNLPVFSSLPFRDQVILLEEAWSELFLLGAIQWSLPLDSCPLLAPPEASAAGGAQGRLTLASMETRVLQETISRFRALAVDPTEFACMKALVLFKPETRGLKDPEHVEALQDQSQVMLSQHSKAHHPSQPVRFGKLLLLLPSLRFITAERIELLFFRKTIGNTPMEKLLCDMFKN
#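 system = GST-tagged NR2E3 plus biotinylated RetCOR corepressor | input = 1.35 nM GST-NR2E3 | also added = 7 nM biotin-RetCOR | schedule = 5 h incubation at 4 °C | measured by = TR-FRET with europium anti-GST and streptavidin-D2, 340 nm excitation | read-out = percent loss of FRET ratio relative to control wells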
# TWEAK-Fn14 inh: TWEAK-Fn14 signaling inhibition | TWEAK-stimulated Fn14 reporter cells, luciferase luminescence, 8 h | inhibition, % at 10 µM | 2% of 360,000 active; in the data active means inhibition above about 50%
# HIF-2a block: inhibitors of HIF-2a; 0.72% of 360,000 active; 786-0 RCC cells HIF-2a reporter, luciferase luminescence, overnight; inhibition, % at 18.8 µM;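 active means inhibition of the luminescence signal of 40% or more relative to plate controls, in a single-dose primary screen at 18.75 µM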
# NR2E3 ag-2: human photoreceptor-specific nuclear receptor agonism | Q9Y5X4 | CHO-S Gal4-NCOR/VP16-NR2E3 two-hybrid, luciferase | inhibition of corepressor binding, % at 3.98 µM | 0.35% of 360,000 active | AID 602229;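 active means inhibition above the mean of all tested compounds plus 3 SD, cut at about 70% in these data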;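 further: 0% = DMSO with NR2E3 transfected cells and 100% = cells lacking NR2E3 construct; higher means lower luciferase signal from less NR2E3 corepressor binding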
# TRAIL sens C8: caspase-8 TRAIL sensitization; NB7+C8 cells + TRAIL, ATPlite viability luminescence; inhibition (viability loss, TRAIL sensitization), % at 10 µM; 1% of 360,000 active;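 active means compounds causing at least 50% loss of cell viability in the single-dose screen, relative to plate controls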
# CF NFkB inh: cystic fibrosis NF-kB activation inhibition; KKLEB NF-kB-GFP reporter, PAF-induced, GFP fluorescence overnight; inhibition, % at 5 µM; 0.86% of 360,000 active; AID 588850;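 active means at least 50% inhibition at 5 µM, scaled per plate between neutral and stimulator controls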;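 further: PAF is a Pseudomonas aeruginosa culture filtrate used as stimulus; plate controls were PAF-stimulated DMSO wells for no effect and unstimulated DMSO wells for full effect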
# MITF TRPM1 inh: MITF TRPM1 promoter inhibition in SK-MEL-5 cells | inhibition, % at 12.5 µM | AID 488899 | 0.83% of 330,000 active | SK-MEL-5 TRPM1 promoter luciferase, 24 h;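 active means mean inhibition across replicates of 60% or more, whatever share of single replicates reaches that level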; further: values of inactives mirror those of a sister screen read the other way
# Shn3 3UTR inh: Schnurri-3 reporter inhibition in Clone20 osteoblasts; 0.52% of 360,000 active; inhibition, % at 12.5 µM; Clone20 osteoblast Shn3 3'UTR firefly luciferase, 24 h;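 active means mean inhibition of at least 75% with every replicate also reaching 75%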;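 further: 0% = median of neutral control wells and 100% = pilot-screen positive control compound; some compounds past the cut are filed as inactive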
# KKLEB cytotox: reduces viability of KKLEB cystic fibrosis airway cells. 0.36% of 360,000 active. AID 602141. activity change (cytotoxicity), % at 5 µM. KKLEB CF airway cells viability, ATPlite luminescence, overnight; hits give low values; cells stimulated with P. aeruginosa culture filtrate;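 active means corrected activity change at or below -50% at 5 µM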
# * marks the source's active call; other numbers are inactive results; x = no result given.
item	Compound	Peg3 promoter	TROY NFkB inh	NR2E3 ag-1	TWEAK-Fn14 inh	HIF-2a block	NR2E3 ag-2
1	Cc1cc(C)c2sc(N(CCCN(C)C)C(=O)c3ccc(S(=O)(=O)N(C)Cc4ccccc4)cc3)nc2c1	97*	-11	-1	-31	15	-10
2	Cc1ccc(NC(=O)c2c(O)c3ccccc3n(C)c2=O)nc1	-137	-60	0	-25	-116	-67
3	CC(C)n1cc(C(=O)N2CCCC(N3CCN(c4ccc(F)cc4)CC3)C2)cn1 (stereo not drawn)	8	-6	2	-9	2	-14
4	Cc1cccc(NC(=S)NC2CCSc3ccccc32)c1 (stereo not drawn)	10	25	0	13	-23	-5
5	CC1(C(=O)Nc2ccc(Cl)c(Cl)c2)CCN1C(=O)C1CCCCC1 (stereo not drawn)	11	0	x	4	10	-8
6	CCOC(=O)c1c(S(=O)(=O)NCC(=O)N2CCN(c3ccccc3)CC2)c(C)n(C)c1C	-5	8	0	7	6	-7
7	O=C(O)c1ccn2c(C(=O)c3ccc(Cl)cc3)c(-c3ccccc3)cc2c1	25	23	-1	-19	17	3
8	COc1cc(S(=O)(=O)NCCCn2ccnc2)ccc1F	43	0	6	15	17	26
9	CCc1ccc(-c2cc(C)no2)cc1S(=O)(=O)N1CCN(c2ccc(OC)cc2)CC1	13	16	1	14	5	-29
10	CC(C)Cn1c2c(c(O)c(C(=O)Nn3c(Cc4ccccc4)nc4ccccc4c3=O)c1=O)CCCC2	9	3	3	24	28	4

item	TRAIL sens C8	CF NFkB inh	MITF TRPM1 inh	Shn3 3UTR inh	KKLEB cytotox
1	47	8	57	5	-11
2	22	-33	-17	-32	3
3	-2	4	-17	15	-6
4	-22	30	5	19	0
5	-12	8	x	1	-9
6	9	-10	-1	-12	-3
7	-23	-9	-8	x	2
8	2	13	4	1	1
9	34	22	7	18	-5
10	-1	9	25	45	-1

# (cont.)
item	Compound	Peg3 promoter	TROY NFkB inh	NR2E3 ag-1	TWEAK-Fn14 inh	HIF-2a block	NR2E3 ag-2
11	Cc1ccc(S(=O)(=O)Nc2ccc(NC(=O)c3ccc(F)cc3)cc2)cc1	-9	7	-3	-16	1	8
12	Cc1ccc(Nc2nc3ccccc3c(=O)[nH]2)cc1C	-144	-73	5	34	-208	0
13	CC(C)C(=O)N1CCC2(CC1)Oc1ccc(F)cc1C(=O)C21CC(c2ccc(Cl)cc2)=NO1 (stereo not drawn)	7	18	5	-7	9	-25
14	COc1cccc(NC(=O)CCNC(=O)c2ccccc2Cl)c1	12	-3	3	1	-5	-15
15	CCOc1ccc(C2C(C(=O)c3ccco3)=C(O)C(=O)N2Cc2cccnc2)cc1OC (stereo not drawn)	-6	-35	3	2	-7	-25
16	Cc1cccc(CSc2[nH]c(=O)ncc2C)c1	7	-13	2	1	4	-38
17	CC1Oc2ccccc2C=C1/C=N/NC(=O)c1ccccc1O (stereo not drawn)	-204	-20	-3	-46	-198	-82
18	O=C(CSc1nc2ccccc2c(=O)n1CCCO)NCc1ccccc1	10	-11	2	9	8	-6
19	O=C(CO/N=C/c1ccc(Cl)cc1Cl)NNC(=O)c1cccc(Cl)c1	2	-14	1	-6	14	4
20	CCOc1ccccc1/C=N/n1c(COc2ccccc2)n[nH]c1=S	0	-21	-1	-1	0	6

item	TRAIL sens C8	CF NFkB inh	MITF TRPM1 inh	Shn3 3UTR inh	KKLEB cytotox
11	1	-24	10	6	15
12	12	-7	-38	-23	-9
13	21	10	6	5	-9
14	-10	20	-5	-12	1
15	-8	-6	0	-6	-1
16	0	-7	-4	-9	15
17	50*	-4	-12	-29	-9
18	-7	-11	-11	-1	4
19	2	-3	-4	-3	5
20	-6	-3	1	9	-4

# Carrying on.
item	Compound	Peg3 promoter	TROY NFkB inh	NR2E3 ag-1	TWEAK-Fn14 inh	HIF-2a block	NR2E3 ag-2
21	CCOC(=O)C1=C(O)CSC1=Nc1cccc2ccccc12	5	5	0	-3	34	18
22	c1ccc(-c2nc(NCC3CCCO3)c3oc4ccccc4c3n2)cc1 (stereo not drawn)	7	-23	1	6	-27	-22
23	Fc1ccccc1N1CCN(Cc2cc(-c3ccccc3)on2)CC1	12	-13	-3	-13	-6	-13
24	CC(=O)Nc1ccc(/C=C/c2ccc3cccc([N+](=O)[O-])c3n2)cc1	-88	-2	-2	-35	-253	-86
25	CCC(=O)N1CCCC1(C)C(=O)Nc1ccc(OC(F)F)cc1 (stereo not drawn)	9	-10	x	3	16	-1
26	Cn1cnnc1Sc1ccc(C(=O)NCCC23CC4CC(CC(C4)C2)C3)cc1[N+](=O)[O-]	16	9	1	-5	29	-5
27	CCN(C(=O)CSc1ccc2ccccc2n1)C1CCS(=O)(=O)C1 (stereo not drawn)	9	6	2	-8	16	2
28	CC1(C)Cc2ccccc2C2CC(O)C(=O)N21 (stereo not drawn)	1	5	-2	-2	-13	-4
29	O=C(CSc1nncs1)NC(=O)NCc1ccccc1	9	-18	4	-6	-1	-31
30	CCC1CCCCN1Cc1ccc(OC)c(OC)c1 (stereo not drawn)	1	4	0	7	-8	-13

item	TRAIL sens C8	CF NFkB inh	MITF TRPM1 inh	Shn3 3UTR inh	KKLEB cytotox
21	-4	-1	10	-4	6
22	-5	-42	7	-12	28
23	-12	25	-3	6	7
24	-4	-24	-7	-59	-6
25	-14	1	x	-5	5
26	19	6	-2	13	13
27	-15	0	-9	-2	12
28	10	-21	-1	7	6
29	-11	-21	-2	27	7
30	-2	-15	4	16	17

# (cont.)
item	Compound	Peg3 promoter	TROY NFkB inh	NR2E3 ag-1	TWEAK-Fn14 inh	HIF-2a block	NR2E3 ag-2
31	O=C(O)CCCc1c(-[n+]2ccccc2)[nH]c2ccccc12	4	9	-2	-1	13	-7
32	CCOc1ccc(S(=O)(=O)NCCC(=O)NCc2ccncc2)cc1	20	-8	-1	1	8	-3
33	COc1cc2c(cc1OC)CN(C(=O)CSc1nnc(C)s1)CC2	12	-3	4	-5	21	-27
34	CCN1CCN(C(c2cccc(OC)c2OC)c2nnnn2Cc2ccco2)CC1 (stereo not drawn)	2	-10	5	-9	14	13
35	COc1ccc(OCC(NS(=O)(=O)c2ccc(-n3cnnn3)cc2)C(C)C)cc1 (stereo not drawn)	32	-23	2	9	4	-24
36	C=CCNC(=O)COC(=O)c1ccc(Cl)c(S(=O)(=O)N(Cc2ccccc2)c2ccccc2)c1	8	2	3	17	13	-12
37	O=C(CN1CCN(C(=O)c2c(F)cccc2F)CC1)Nc1ccccc1C(F)(F)F	11	6	2	13	10	-1
38	CC(C)(C)C(=O)NCCc1nc2ccccc2n1CC(=O)c1ccc(Cl)cc1	-1	-6	2	-25	10	29
39	CCN(CC)S(=O)(=O)c1ccc(O)c(C(=O)OCC(=O)N2c3ccccc3CC2C)c1 (stereo not drawn)	2	6	1	6	10	7
40	O=C(O)c1ccc(N2CCN(C(c3ccccc3)c3ccccc3)CC2)c([N+](=O)[O-])c1	2	1	4	-2	-4	26

item	TRAIL sens C8	CF NFkB inh	MITF TRPM1 inh	Shn3 3UTR inh	KKLEB cytotox
31	-2	2	-8	-5	17
32	-13	9	0	-11	4
33	-2	3	11	-22	-2
34	-8	-14	-7	5	5
35	-6	-11	-5	5	4
36	4	-6	-4	-1	-6
37	-8	-7	1	-3	4
38	6	0	x	5	1
39	-4	2	-1	8	-7
40	1	-9	2	-1	-3

# Filtered by structure, those above containing an aryl methoxy group (8)
item	Compound	Peg3 promoter	TROY NFkB inh	NR2E3 ag-1	TWEAK-Fn14 inh	HIF-2a block	NR2E3 ag-2
8	COc1cc(S(=O)(=O)NCCCn2ccnc2)ccc1F	43	0	6	15	17	26
9	CCc1ccc(-c2cc(C)no2)cc1S(=O)(=O)N1CCN(c2ccc(OC)cc2)CC1	13	16	1	14	5	-29
14	COc1cccc(NC(=O)CCNC(=O)c2ccccc2Cl)c1	12	-3	3	1	-5	-15
15	CCOc1ccc(C2C(C(=O)c3ccco3)=C(O)C(=O)N2Cc2cccnc2)cc1OC (stereo not drawn)	-6	-35	3	2	-7	-25
30	CCC1CCCCN1Cc1ccc(OC)c(OC)c1 (stereo not drawn)	1	4	0	7	-8	-13
33	COc1cc2c(cc1OC)CN(C(=O)CSc1nnc(C)s1)CC2	12	-3	4	-5	21	-27
34	CCN1CCN(C(c2cccc(OC)c2OC)c2nnnn2Cc2ccco2)CC1 (stereo not drawn)	2	-10	5	-9	14	13
35	COc1ccc(OCC(NS(=O)(=O)c2ccc(-n3cnnn3)cc2)C(C)C)cc1 (stereo not drawn)	32	-23	2	9	4	-24

item	TRAIL sens C8	CF NFkB inh	MITF TRPM1 inh	Shn3 3UTR inh	KKLEB cytotox
8	2	13	4	1	1
9	34	22	7	18	-5
14	-10	20	-5	-12	1
15	-8	-6	0	-6	-1
30	-2	-15	4	16	17
33	-2	3	11	-22	-2
34	-8	-14	-7	5	5
35	-6	-11	-5	5	4

# The list continues:
item	Compound	Peg3 promoter	TROY NFkB inh	NR2E3 ag-1	TWEAK-Fn14 inh	HIF-2a block	NR2E3 ag-2
41	COC(=O)c1nnn(-c2nonc2N)c1CN1CCCC1	5	-4	0	2	5	5
42	Cc1ccccc1C1NC(=O)c2ccccc2O1 (stereo not drawn)	-5	-8	4	88*	17	-3
43	COc1ccc2c3c([nH]c2c1)[C@H]1C[C@H]2[C@H](C[C@@H](O)[C@H](OC)[C@H]2C(=O)O)CN1CC3	0	-1	2	1	-3	18
44	CCC(C)(C)NC(=O)C(c1ccc(F)cc1)N(Cc1cccs1)C(=O)c1cnccn1 (stereo not drawn)	5	-3	0	-1	0	14
45	CCCn1c(N)c(C(=O)CSc2nc(C)cs2)c(=O)[nH]c1=O	2	2	-5	19	-19	-5
46	COCCNC(=O)CCc1c(C)nc2c(c(C)nn2-c2ccc(C)c(C)c2)c1C	16	17	1	-5	7	-44
47	CCN1CCC(NC(=O)Nc2cccc(C(F)(F)F)c2)CC1	10	8	0	-5	2	-5
48	CCCCN(C)c1c(C)nc2ccc(C(=O)NCc3ccc4c(c3)OCO4)cn12	22	15	x	-3	9	32
49	COc1ccc(OCCCC(=O)ON=C(N)c2ccccc2C)cc1	-1	-18	3	8	-32	-28
50	COc1ccc2c(c1OC)CCC2=O	-5	-6	0	-2	7	-3

item	TRAIL sens C8	CF NFkB inh	MITF TRPM1 inh	Shn3 3UTR inh	KKLEB cytotox
41	-13	2	0	7	3
42	4	5	x	11	9
43	0	-1	-1	-5	3
44	-5	-7	14	3	0
45	1	-4	2	-6	-2
46	-2	-17	11	7	0
47	1	0	6	5	0
48	-7	13	x	7	-4
49	-4	25	0	13	-13
50	17	-6	2	-16	0

# Screening data (PubChem BioAssay)

# Not all compounds are listed. The share of hits here may be higher or lower than overall.
